Screening data: PubChem, several laboratories
FXIIa inh – inhibitors of human coagulation factor XIIa. P00748. purified FXIIa, Boc-QGR-AMC fluorogenic substrate, 2 h. inhibition, % at 5 µM. 220,000 compounds, 0.3% hits. AID 800; in the data active = inhibition above about 40%;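 also: 0% = enzyme with no compound and 100% = blank without enzyme; many of its hits are not listed in these tables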
FXIa inh 1536 – blocks human coagulation factor XIa protease activity | inhibition, % at 5 µM | 220,000 compounds, 0.14% hits | P03951 | purified FXIa, Boc-Glu-Ala-Arg-AMC fluorogenic substrate;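 active = inhibition of at least 40%; inactive = inhibition below 40%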;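 also: fluorescence of freed AMC excited at 355 nm; 0% = enzyme without compound and 100% = no enzyme blank; many of its hits are not listed in these tables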
TNF necrop inh – TNF-alpha cell death inhibition in Jurkat FADD-/- cells. Jurkat FADD-/- TNF necroptosis rescue, ATP luminescence, 24 h; 0 = TNF only, 100 = no-TNF cells. activation (protection from cell death), % at 10 µM. 220,000 compounds, 0.068% hits. AID 463075;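 active = activation, meaning protection from cell death, of at least 50% relative to plate controls; inactive = activation below 50%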;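 also: necroptosis triggered by 40 ng/mL TNF-alpha added together with compound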
Thrombin inh – thrombin (human) inhibition; alpha-thrombin, Boc-VPR-AMC fluorogenic substrate cleavage; P00734; 220,000 compounds, 0.26% hits; inhibition, % at 5 µM;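 active = inhibition at or above 40%; inactive = inhibition below 40%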;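 also: 0% = enzyme with no compound and 100% = wells without enzyme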
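Assay system: human alpha-thrombin enzyme. Reagent: Boc-VPR-AMC substrate, 15 µM final. Compound dosing: one concentration per compound, 5 µM, with 0.2% DMSO. Incubation: room-temperature reaction. Technique: AMC fluorescence, 355/460 nm. Measure: % inhibition relative to enzyme controls and enzyme-free blanks.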
Cl transport mod – modulates chloride dependent transport by human KCC2; Q9H2X9; KCC2 cells, thallium flux FluoZin-2 fluorescence; B-score of Tl+ flux slope (higher = more flux/activation; lower = inhibition) at 10 µM; 190,000 compounds, 2.2% hits; AID 1456;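 active = thallium flux slope and its plate-corrected score both differing from the plate sample mean at a set confidence after two filtering rounds, in either direction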;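 also: slope of fluorescence scaled to starting intensity during 10 to 20 s after thallium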
zVAD death inh – L929 zVAD cell death inhibition; 220,000 compounds, 0.38% hits; L929 zVAD necroptosis rescue, ATP luminescence, 24 h; with zVAD 60 µM; viability rescue, % at 10 µM; AID 1377;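 active = activation, scaled between plate controls, above about 75%, limit read from the data; inactive = activation under that limit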;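 also: 0% = zVAD with DMSO and 100% = DMSO alone without zVAD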
Rad51 HR inh – Rad51 (human) homologous recombination inhibition. AID 1385. inhibition, % at 10 µM. hRad51 DNA strand exchange, fluorescence dequenching. 200,000 compounds, 0.085% hits. Q06609;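 active = inhibition above 40% at the single screening dose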;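 also: 0% = DMSO control wells and 100% = blanks with heterologous ssDNA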
Target sequence (Q06609 whole entry, looked up): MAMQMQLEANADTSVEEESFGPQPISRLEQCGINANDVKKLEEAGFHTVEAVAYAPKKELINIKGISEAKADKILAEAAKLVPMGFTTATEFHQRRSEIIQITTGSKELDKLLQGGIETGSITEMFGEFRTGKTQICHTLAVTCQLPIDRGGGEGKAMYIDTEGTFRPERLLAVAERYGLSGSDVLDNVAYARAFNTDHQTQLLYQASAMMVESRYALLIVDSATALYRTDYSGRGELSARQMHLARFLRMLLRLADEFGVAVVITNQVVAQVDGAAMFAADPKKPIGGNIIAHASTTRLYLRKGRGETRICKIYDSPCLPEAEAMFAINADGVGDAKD
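System: hRad51 filaments on single-stranded DNA; reagent: Fluorescein- and BHQ1-tagged 47-mer duplex; compound dosing: one concentration, 10 µM final; timing: filaments 15 min 37 °C, then compound 30 min; measured by: fluorescein emission 520 nm, excitation 485 nm; benchmarks: per-plate controls and blanks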
KLK5 inh – inhibitors of human kallikrein 5; Q9Y337; recombinant hK5, fluorogenic AMC substrate cleavage; inhibition, % at 5 µM; 210,000 compounds, 0.59% hits; AID 873;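 active = inhibition of 40% or more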;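 also: 0% = enzyme controls without compound and 100% = no-enzyme blanks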
Hck Nef HTS – human Hck-Nef kinase inhibition; Recombinant Hck-YEEI plus Nef, Z-Lyte FRET kinase assay; P08631; 220,000 compounds, 0.68% hits; inhibition, % at 20 µM;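 active = Hck-Nef kinase inhibition above about 50%, limit read from the data; inactive = inhibition below that limit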;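 also: 0% = DMSO with Hck plus Nef and 100% = Hck alone without Nef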
Target sequence (P08631 whole entry, looked up): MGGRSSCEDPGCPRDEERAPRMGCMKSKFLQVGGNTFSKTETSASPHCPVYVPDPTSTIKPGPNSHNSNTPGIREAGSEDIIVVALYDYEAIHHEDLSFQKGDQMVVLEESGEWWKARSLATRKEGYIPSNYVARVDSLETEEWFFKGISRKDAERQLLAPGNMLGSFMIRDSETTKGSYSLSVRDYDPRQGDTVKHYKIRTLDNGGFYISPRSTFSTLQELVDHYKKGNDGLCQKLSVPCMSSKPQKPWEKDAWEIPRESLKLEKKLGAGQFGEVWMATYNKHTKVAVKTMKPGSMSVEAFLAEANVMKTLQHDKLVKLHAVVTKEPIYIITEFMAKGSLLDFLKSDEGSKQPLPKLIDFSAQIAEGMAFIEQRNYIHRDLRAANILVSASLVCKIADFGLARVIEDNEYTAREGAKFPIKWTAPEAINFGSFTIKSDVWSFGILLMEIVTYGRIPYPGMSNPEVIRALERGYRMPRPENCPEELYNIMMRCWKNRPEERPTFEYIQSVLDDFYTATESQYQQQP
* = called active by the depositor; x = no result given.

Values run as follows: Thrombin inh | Hck Nef HTS | TNF necrop inh | KLK5 inh | zVAD death inh | Cl transport mod | FXIa inh 1536 | Rad51 HR inh | FXIIa inh
> COc1cc(/C=C(\C#N)c2nc3ccccc3[nH]2)cc(Br)c1OCc1ccccc1
 : -16 | 7 | -3.9 | -12 | 3.2 | 0.052 | 4 | -4 | 10
> Cc1nc(Cl)c(C(=O)NC(=O)NCc2ccccc2)c(C)c1Cl
 : -8 | 2 | 1.4 | -32 | 0.4 | -1 | -2 | x | 1
> Cc1cc(OCCOCCN(C)C)ccc1Cl
 : 11 | -2 | 4.0 | 32 | 0.2 | 0.79 | -8 | 33 | 17
> O=C(CCC(=O)OCc1cccc(C(=O)Oc2ccccc2)c1)Nc1cccc2ccccc12
 : -6 | 2 | -2.7 | -34 | 0.7 | x | 14 | 2 | 19
> N#CC1(C#N)CC(C=O)=C(N)C1(C#N)CC(=O)C12CC3CC(CC(C3)C1)C2 (stereo not drawn)
 : -5 | 12 | -1.4 | -7 | -0.2 | 0.69 | 4 | -18 | 13
> Cc1occc1C(=O)NCCCc1ccccc1
 : -8 | -1 | -5.2 | 0 | 0.2 | 0.27 | -6 | 4 | -8
> O=C(CSc1nnc(-c2ccccc2)o1)N1CCc2ccccc2C1
 : -9 | -11 | -0.1 | -2 | 1.1 | -3.4* | -10 | 0 | -6
> COc1ccc(/C=C/C(=O)Nc2ccc(-n3nncc3-c3ccc(OC)c(OC)c3)cc2)cc1OC
 : -6 | 0 | -2.4 | -3 | 0.8 | -0.94 | -8 | -1 | 0
> c1ccc(-c2nc(-c3cccs3)[nH]c2-c2ccccc2)cc1
 : 2 | 0 | -6.5 | 5 | 0.8 | 0.032 | 3 | -3 | -4
> Cc1cc(N2C(=O)C(=O)/C(=C(/O)c3ccc(F)cc3)C2c2cccc(Br)c2)no1 (stereo not drawn)
 : -6 | 0 | 0.4 | -4 | 1.7 | -1.9 | -6 | -7 | 0
> CNNC(=S)Nc1ccc(Cl)cc1
 : -2 | 13 | -0.7 | -2 | 0.9 | -0.01 | 0 | -8 | 9
> Cc1nc(N)[nH]c(=O)c1CC(=O)OCCCl
 : -10 | 6 | -0.6 | -7 | 1.1 | 0.24 | -3 | 10 | 3
> C[C@]12C[C@H](O)[C@@H]3c4ccc(O)cc4CCC3[C@@H]1CCC2=O (stereo partly drawn)
 : -3 | 16 | 2.2 | 1 | 1.6 | -0.17 | -1 | -5 | 1
> CN(C)C(=O)N1CCCC(C(=O)NCCc2ccccc2)C1 (stereo not drawn)
 : -3 | 1 | 0.6 | -3 | 0.6 | -0.6 | -2 | -5 | 9
> COc1ccc(CN2CCN(C(=O)c3ccc(-c4ccccc4)cc3)CC2)c(OC)c1OC
 : -13 | 25 | 1.6 | -4 | 9.4 | 0.83 | -5 | 24 | 1
> COc1ccc(C2=NCCc3cc(OC)c(OC)cc32)cc1OC
 : 5 | 5 | 4.6 | -4 | -0.1 | 0.41 | 11 | 18 | 12
> CSCCC(NC(=O)CCN1C(=O)c2ccccc2C1=O)C(=O)O (stereo not drawn)
 : -9 | 5 | -1.7 | -1 | -0.1 | -0.054 | -14 | -1 | 5
> CCCCn1c(=O)[nH]c(=O)c2c1nc(-c1ccc(-c3ccccc3Br)o1)n2CCOC
 : -23 | -1 | -4.0 | -4 | 0.3 | 0.96 | -2 | -1 | -10
> CCCCS/C(N)=N/N=C/c1ccccc1O
 : 6 | 1 | -0.3 | -11 | -0.3 | -1.4 | 11 | -2 | 31
> COc1ccc(NC(C)=O)cc1NC(=O)CSc1nnc(-c2ccccc2)n1N
 : 1 | -9 | -0.7 | 5 | -0.2 | 0.12 | -6 | x | -6
> Cc1cccc(-n2c(O)c(C=Nc3ccccc3O)c3ccccc3c2=O)n1
 : -5 | 3 | -0.5 | 1 | 0.0 | -0.73 | -1 | -31 | 5
> O=C(NCC1CCCO1)c1ccc(Cn2c(=S)[nH]c3ccccc3c2=O)cc1 (stereo not drawn)
 : 1 | -2 | 1.2 | -17 | 0.9 | -0.19 | 0 | 5 | 5
> COc1ccc(C2NCCn3cccc32)cc1 (stereo not drawn)
 : -1 | 6 | 1.4 | -14 | 0.1 | -0.42 | 5 | -4 | 13
> O=c1c2ccccc2cnn1Cc1n[nH]c(=S)n1-c1ccc(F)cc1
 : -2 | 21 | 0.7 | -2 | 5.4 | 0.96 | -4 | -1 | 14
> Cc1ccc(C)c(N2CCN(C(=S)Nc3ccc4nc(N5CCOCC5)cc(C)c4c3)CC2)c1
 : -7 | 16 | -3.0 | -2 | -1.2 | -0.14 | -2 | 10 | 5
> Cc1ccc(S(=O)(=O)Nc2cc(-c3ccccc3)nn2C)cc1
 : -1 | -10 | 0.3 | -4 | 3.3 | -0.55 | 5 | 0 | 12
> Cc1ccc(SC(C)C(=O)NCc2ccncc2)cc1 (stereo not drawn)
 : -3 | 23 | -0.2 | -1 | 2.3 | 0.52 | 3 | -2 | 5
> O=C(O)Cn1nnn(-c2ccccc2)c1=S
 : 1 | 1 | -1.5 | -7 | -0.1 | 0.6 | -2 | -3 | 15
> O=C(c1ccccc1)c1ccc(Oc2ncccn2)cc1
 : 10 | 1 | 0.2 | 14 | 0.7 | 1.3 | -3 | 0 | -2
> CC(=O)c1ccc(NC(=O)C(Cc2ccccc2)n2cccc2)cc1 (stereo not drawn)
 : -6 | 19 | 0.4 | -3 | -0.3 | -0.7 | -2 | x | 9
> Cc1cc(NC(=O)CSCc2nc(-c3cccc(F)c3)oc2C)no1
 : 4 | 1 | 0.7 | 0 | 1.4 | -0.05 | 5 | -4 | 16
> COC(=O)c1sc(NC(=S)NC(=O)c2ccc(F)cc2)nc1C
 : -1 | 6 | 0.7 | -6 | -0.5 | 0.018 | -5 | -6 | 11
> CC(C)COc1ccc(C(=O)NC(=S)Nc2ccc(CN3CCOCC3)cc2)cc1
 : -3 | 3 | 1.1 | -7 | 0.4 | -0.092 | 8 | -4 | 2
> CCn1cc(C(=O)NCc2ccco2)c(=O)c2cc(F)c(N3CCN(C(=O)c4ccco4)CC3)cc21
 : -4 | 12 | -8.2 | 13 | 4.5 | -2.2 | -4 | -4 | 5
> O=C(c1ccccc1)C1C(=O)c2ccccc2C1=O
 : 5 | -1 | -0.7 | 16 | 0.8 | x | 6 | -5 | 16
> Cc1cc(Cl)cc(Br)c1OCCCN1C(=O)NC(C)(C)C1=O
 : 5 | -17 | 0.6 | -9 | 1.0 | x | 5 | 3 | 21
> COc1ccc2cc(C#N)c(N3CCN(C(=O)c4ccccc4C)CC3)nc2c1
 : -5 | -30 | 0.5 | -2 | 0.8 | -0.62 | -2 | 9 | x
> CCOc1ccc2c(c1)C(c1ccc(C)cc1)=NNC(c1ccc(C)cc1)=N2
 : 3 | 8 | -5.2 | -7 | -0.6 | -0.76 | 5 | 4 | 10
> S=c1[nH]nc(C2CC2)n1Cc1ccccc1
 : -4 | -29 | 0.8 | 3 | -0.5 | -0.054 | -1 | -2 | 5
> O=C(/C=C/c1ccccc1)c1ccccn1
 : 3 | 1 | -9.8 | -10 | -0.4 | x | 4 | 1 | 12
> CCN(CC)S(=O)(=O)c1ccc(NC(=O)CN(c2cccc(C)c2)S(C)(=O)=O)cc1
 : 1 | 8 | 1.5 | 24 | -0.9 | 0.75 | 6 | 0 | 14
> COc1ccc(NC(=O)C2CCC(CNc3c(N4CCC(C)CC4)c(=O)c3=O)CC2)cc1OC (stereo not drawn)
 : 2 | 3 | 0.2 | -7 | 4.7 | -0.54 | 9 | 8 | 21
> Cc1ccc(-c2nnc(NCc3ccccc3)c3ccccc23)cc1
 : -2 | 2 | 2.2 | -4 | 1.6 | -1.5 | 6 | -1 | 6
> Cc1ccc(-c2cc(C)nc3nc(N)nn23)cc1
 : -8 | 1 | -2.6 | -40 | 0.4 | 1.2 | 11 | 1 | 26
> CN(C)S(=O)(=O)c1cccc(-c2nnc(SCc3cc(Cl)cc4c3OCOC4)n2N)c1
 : -5 | 0 | -0.7 | -25 | -0.1 | -0.01 | -5 | 3 | 4
> C/C(=N\NC(=O)c1nc2ccccn2c1C)c1ccc2c(c1)OCO2
 : -8 | 4 | 1.1 | -25 | 0.7 | 0.95 | 2 | -8 | 6
> O=C(Nc1cc(C(F)(F)F)ccc1N1CCCCC1)c1ccco1
 : 1 | -7 | 0.5 | -22 | x | -0.02 | -5 | x | -3
> CC(=O)c1ccc(OCC(=O)NCC2(N3CCCCC3)CCCCC2)cc1
 : 2 | 11 | 2.6 | 4 | 0.1 | 0.025 | 12 | 12 | 7
> CN(CC(=O)NCCc1ccc(Cl)cc1)S(=O)(=O)c1ccc2c(c1)c(=O)n(C)c(=O)n2C
 : 7 | 1 | -2.9 | -3 | -0.4 | x | 8 | 6 | 17
> Cc1ccc(S(=O)(=O)N(c2ccccc2)C2CCS(=O)(=O)C2)cc1 (stereo not drawn)
 : 2 | 3 | -3.3 | 6 | 0.0 | 1.2 | 3 | -3 | 13
> COc1ccccc1N/C=C1/Sc2cc(Cl)ccc2NC1=O
 : 31 | 1 | 1.1 | 7 | 0.4 | 0.24 | 12 | 16 | 15
> CCCNC(=O)c1ccc2c(=O)n3c(-c4ccc(C)cc4)csc3nc2c1
 : -1 | 17 | -0.5 | -2 | -0.4 | -0.3 | 1 | 31 | 6
> CC(C)CC(=O)NCCCN1CCN(CCCNC(=O)CC(C)C)CC1
 : -4 | 0 | -0.3 | -8 | -0.1 | 1.2 | 2 | 1 | 6
> O=C(N/N=C/c1cccs1)c1cc(-c2ccncc2)nc2ccccc12
 : -4 | 2 | -5.9 | -16 | -0.3 | -0.81 | 1 | 11 | 14
> CCCCN(C)C(=O)Cc1c(OC)ccc2cc(Br)ccc12
 : 2 | 1 | 0.9 | -12 | -0.1 | -0.4 | 4 | x | 11
> CC(NCCN(C)C)C(=O)C12CC3CC(CC(C3)C1)C2 (stereo not drawn)
 : 0 | 12 | 2.3 | -1 | -0.2 | 0.42 | 1 | 10 | 6

These rows are one share of the data. The share of hits here may be higher or lower than overall.
